Compound activity deposited in PubChem by several laboratories.
HCV core dimer = HCV core protein dimerization inhibition. 300,000 compounds, 0.33% hits. AID 1899. TR-FRET GST/Flag-core106 dimerization, 1536-well. inhibition, % at 5 µM;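 active = inhibition above the mean of all tested compounds plus 3 SD, set per screening campaign, cut at about 45% in these data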
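assay system = GST-tagged and Flag-tagged HCV core protein residues 1-106 | controls = unlabelled core106 and no-GST-core106 wells | incubation = compound-protein-antibody incubation 4 h at 22.5 °C | probe or stimulus = Eu donor and XL665 acceptor anti-tag antibodies | read-out = % inhibition based on acceptor/donor emission ratio | signal = TR-FRET 671 and 617 nm emission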
GRK2 inh = human GRK2 inhibition via aptamer displacement; AID 488847; bead flow cytometry, FAM-aptamer displacement from GRK2; 330,000 compounds, 0.59% hits; inhibition of aptamer binding, % at 10 µM;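 active = inhibition of aptamer binding above 40%, roughly 3 SD of noise, on plates passing a quality check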;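 also: median bead fluorescence of bound FAM aptamer so fluorescent compounds give negative values; no value below 0 was filed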
GASC-1 inh = blocks human GASC-1 demethylase activity; 330,000 compounds, 0.069% hits; Q9H3R0; AID 2099; GST-JMJD2C(1-420) H3K9me3 demethylation, DELFIA europium; inhibition, % at 2.35 µM;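 active = more than half of a compound's replicate wells show inhibition beyond 50%, single wells judged on their own value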;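 also: signal counts dimethyl H3K9 product captured on neutravidin plate; 0% = median of DMSO wells and 100% = 0.3 times that DMSO median; strong numbers were not always called active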
Target sequence (Q9H3R0 1-420 limits assumed): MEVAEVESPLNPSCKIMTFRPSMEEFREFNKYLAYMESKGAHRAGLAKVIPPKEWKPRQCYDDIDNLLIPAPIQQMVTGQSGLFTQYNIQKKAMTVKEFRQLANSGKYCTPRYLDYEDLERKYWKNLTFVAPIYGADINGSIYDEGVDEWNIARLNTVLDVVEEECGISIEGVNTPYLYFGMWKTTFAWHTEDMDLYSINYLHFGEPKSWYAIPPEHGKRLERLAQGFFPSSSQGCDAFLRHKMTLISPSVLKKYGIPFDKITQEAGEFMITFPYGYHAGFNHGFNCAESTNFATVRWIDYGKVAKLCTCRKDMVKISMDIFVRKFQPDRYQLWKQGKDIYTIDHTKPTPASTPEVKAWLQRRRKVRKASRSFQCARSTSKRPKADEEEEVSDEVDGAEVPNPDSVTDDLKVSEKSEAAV
PP1 counter = blocks human PP1-alpha phosphatase, a PP5 counter-screen; P62136; purified PP1alpha, OMFP fluorescence; inhibition, % at 6.7 µM; 320,000 compounds, 0.9% hits;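 active = inhibition above the mean inhibition of all tested compounds plus 3 SD, computed separately for each screening campaign, cut at about 15% in these data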
CTSL1 counter = counter-screen for PFM18AAP inhibitors: inhibitors of F. hepatica cathepsin L1 | 300,000 compounds, 0.49% hits | AID 1906 | recombinant F. hepatica cathepsin L1, Z-Leu-Arg-MCA fluorescence | inhibition, % at 5.96 µM;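 active = inhibition above the mean of all tested compounds plus 3 SD, set per screening campaign, cut at about 17% in these data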;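 also: 0% = plate median of test compound wells and 100% = 1 µM Z-Phe-Ala-diazomethylketone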
proCasp7 act = counter-screen: procaspase-7 (human) activation; P55210; recombinant procaspase-7, Ac-DEVD-pNA absorbance 405 nm; D23A/D198A/D206A triple mutant, cannot self-cleave; scale: DMSO 0, 5 µM enzyme 100; activation, % at 8.5 µM; 330,000 compounds, 0.093% hits;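 active = percent activation above the screen-wide mean plus 3 SD, cut at about 25% in these data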
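Assay system – Uncleavable procaspase-7 mutant enzyme · Quantity – 2 µM procaspase-7 mutant as dispensed · Times – 1 h preincubation, 2 h reaction · Dosing – single nominal 8.5 µM compound dose, 0.8% DMSO final · Buffer or medium – Zinc-free 50 mM HEPES buffer, pH 7.4, with NaCl and Triton X-100 · Detection – Epi-absorbance of released pNA at 405 nm, two timepoints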
proCasp3 act = procaspase-3 (human) activation; P42574; recombinant procaspase-3 D3A, Ac-DEVD-pNA absorbance 405 nm; activation, % at 8.5 µM; 330,000 compounds, 0.11% hits;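 active = activation above the mean of all tested compounds plus 3 SD, cut at about 21% in these data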;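 also: 0% = DMSO alone and 100% = DMSO wells spiked with extra 5 µM PC-3 D3A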
Target sequence (P42574 whole entry D9A/D28A/D175A): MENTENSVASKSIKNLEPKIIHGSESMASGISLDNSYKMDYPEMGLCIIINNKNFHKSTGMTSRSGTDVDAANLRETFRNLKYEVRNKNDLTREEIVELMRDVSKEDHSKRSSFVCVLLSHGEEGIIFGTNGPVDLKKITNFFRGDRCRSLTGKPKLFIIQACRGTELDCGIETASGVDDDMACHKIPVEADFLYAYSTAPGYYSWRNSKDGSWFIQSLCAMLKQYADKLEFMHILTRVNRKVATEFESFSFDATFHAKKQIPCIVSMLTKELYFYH
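Compound: 8.5 µM single point, 0.8% DMSO / Material: Autoprocessing-dead procaspase-3 D3A mutant enzyme / Timing: 1 h preincubation plus 2 h reaction at 25 °C / Medium: Zinc-free HEPES/NaCl buffer with 0.01% Triton X-100 at pH 7.4 / Technique: 405 nm absorbance of p-nitroaniline, reads at 0 and 120 min / Repeats: one well per compound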
PP5 inh = blocks human protein phosphatase 5 activity. P53041. purified PP5c, OMFP substrate fluorescence. inhibition, % at 6.7 µM. 320,000 compounds, 0.18% hits;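 active = inhibition above the campaign's mean inhibition across all tested compounds plus 3 SD, cut at about 9.5% in these data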;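 also: 0% = DMSO only and 100% = 100 µM cantharidin control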
VLA-4 inh = inhibition in a human VLA-4 binding assay; P13612; VLA-4 expressing cells, ligand binding flow cytometry; inhibition, % (about 7 µM as worked out from the volumes in the protocol); 330,000 compounds, 0.2% hits; in the data active = inhibition above about 50%
The depositor's hits bear a star; i = inactive; . = not tested or not shown.

SMILES	HCV core dimer	GRK2 inh	GASC-1 inh	PP1 counter	CTSL1 counter	proCasp7 act	proCasp3 act	PP5 inh	VLA-4 inh
CCOc1ccc(-n2cc(-c3ccccc3)c3c(=S)nc[nH]c32)cc1	11	5	-4	7	2	-10	2	3.7	-4
CC(C)n1cc(CN2CCC(C(=O)Nc3cccc(-c4cccc(Cl)c4)c3)CC2)cn1	-7	0	-7	5	-1	-4	2	2.8	9
COc1ccc(C(C)=O)cc1CN(c1ccccc1OC)S(=O)(=O)c1cccs1	11	0	9	2	7	7	11	1.7	6
CCOc1ccccc1NC(=O)C1=C(C)NC(=O)NC1c1cccc(OC)c1OC (configuration not stated)	5	0	8	-7	-2	9	4	-0.3	8
CCCc1nc2sc3c(c2c(=O)n1N)CCC3	-2	0	11	0	2	7	0	-2.5	3
Cc1cc(C)nc(SC/C=C/c2ccccc2)n1	-2	0	7	3	-3	-9	-7	3.3	2
COc1ccc(S(=O)(=O)Nc2ccccn2)cc1	-7	.	-6	3	-1	-2	-1	1.4	9
Cc1cc(C)c([N+](=O)[O-])cc1NC(=O)CCSc1ccccc1Cl	6	2	1	1	-2	10	14	3.7	9
Cc1cc(NC(=O)CSc2nnc(-c3ccccc3)n2Cc2ccco2)no1	-1	0	-4	-2	-4	6	-4	1.0	-2
CCCCOc1ccc(S(=O)(=O)NCc2csc(C)n2)cc1	2	4	3	-2	2	-8	-6	0.3	5
O=C(O)c1ccc(S(=O)(=O)N2CCC(n3nnc4cc(C(F)(F)F)ccc43)CC2)cc1	7	1	27	-3	-5	10	-4	1.4	3
CCCc1ccc(/C=C2\C(=O)c3ccccc3C(O)=C2C(=O)OCC)cc1	-3	0	5	-6	-1	-11	-10	3.5	i

SMILES	HCV core dimer	GRK2 inh	GASC-1 inh	PP1 counter	CTSL1 counter	proCasp7 act	proCasp3 act	PP5 inh	VLA-4 inh
Cc1cccc2cc(CN(Cc3cccs3)C(=S)NCc3ccco3)c(=O)[nH]c12	11	5	-24	17*	0	-18	-15	1.0	12
CCOC(=O)CSCC(=O)Nc1cc(C)ccc1C	-4	2	0	-2	2	6	2	-0.5	-9
O=C(CC1CCCCC1)NCc1ccco1	-1	2	0	-2	-4	11	7	-1.0	10
CN(CC(=O)Nc1sccc1C#N)Cc1ccccc1	29	0	0	-3	1	1	4	1.5	12
N=c1sccn1CC(=O)NC(c1ccccc1)c1ccccc1	-6	32	-4	-4	1	-6	-3	-1.4	-1
CC(C(=O)NCc1ccc2c(c1)OCO2)N1c2cccc3cccc(c23)S1(=O)=O (configuration not stated)	21	5	20	-5	1	-1	2	0.9	6
COc1ccc(NC(=O)C2CCCN(c3c4c(nc5ncnn35)CCC4)C2)cc1OC (configuration not stated)	-3	0	-8	-1	7	2	-2	1.2	-1
O=C(NCc1ccccn1)c1ccc(N2CCCC2=O)cc1	-7	3	-4	-2	-3	-2	-3	0.0	4
COc1ccc(OCC(=O)N2CCC(Cc3ccccc3)CC2)cc1	-2	0	3	3	-3	-6	-2	0.3	2
O=C(CSCc1ccc(Cl)c(Cl)c1)Nc1c[nH]c(=O)[nH]c1=O	1	0	-2	2	-2	1	-5	1.5	10
COc1cc(C)c(NC(=O)C(=S)NCc2ccccc2)cc1C	1	0	-8	0	1	1	0	3.8	-3
CC1(C)Cc2ccccc2-c2nnc(-c3ccc(O)cc3)n21	-2	0	-4	-5	1	-1	-3	0.1	-17

SMILES	HCV core dimer	GRK2 inh	GASC-1 inh	PP1 counter	CTSL1 counter	proCasp7 act	proCasp3 act	PP5 inh	VLA-4 inh
COc1ccccc1NC(=O)CN1CCN(c2ccccc2OC)CC1	7	0	5	-3	-9	0	2	0.8	4
N/C(=N\OC(=O)Cc1ccc([N+](=O)[O-])cc1)c1cccc(Br)c1	3	4	2	-2	3	2	1	3.8	4
Cc1cc(C(=O)N/N=C/c2ccc([N+](=O)[O-])cc2)c2ccccc2n1	-2	0	1	-6	10	3	-3	1.3	2
Cc1ccccc1OCC(O)CN1CCN(CCN2C(=O)c3cccc4cccc(c34)C2=O)CC1 (configuration not stated)	-11	1	-7	-2	2	-2	2	6.2	1
O=C(O)c1ccc(N/N=C/c2cccc(C(F)(F)F)c2)cc1	-9	0	-2	-1	6	-31	-5	3.9	12
COc1ccc(C)cc1NC(=O)C(Sc1nnc(-c2cccs2)o1)c1ccccc1 (configuration not stated)	21	0	-3	3	1	-6	-6	0.0	-5
O=C(Nc1cccc2ncccc12)c1cc(Br)ccc1Cl	-1	0	6	-2	-4	12	5	0.2	0
COc1ccc(NC(=O)c2cccc(S(=O)(=O)N3CCN(C)CC3)c2)c(OC)c1	10	3	-2	-3	-5	1	2	1.0	0
CC(C)Oc1ccc(-c2cc(C(=O)NCCN3CCOCC3)c3ccccc3n2)cc1	1	0	-11	-3	1	5	-3	1.3	-6
CCOC(=O)c1cnc(SCC(=O)OCC(=O)N(CC)C2CCS(=O)(=O)C2)nc1N (configuration not stated)	-3	1	-2	-1	-1	0	0	0.1	-5
O=C(COc1ccc(S(=O)(=O)N2CCOCC2)cc1)NCCCn1ccnc1	6	3	-1	-5	0	-3	7	-1.8	-2
O=C(Nc1c(F)cc(F)cc1Br)c1cc2nc(C(F)F)cc(C(F)F)n2n1	-9	2	4	-4	3	15	9	1.4	3

SMILES	HCV core dimer	GRK2 inh	GASC-1 inh	PP1 counter	CTSL1 counter	proCasp7 act	proCasp3 act	PP5 inh	VLA-4 inh
O=C(O)Cn1c(-c2ccccn2)nc2ccccc21	15	4	-1	-3	-3	3	-6	6.5	13
Cc1ccc(C(=O)Nc2ccc(CC(=O)O)cc2)o1	-3	0	-1	-2	0	8	10	1.1	13
CCOCCCNC(=O)C(c1ccc(C)cc1)N(Cc1cccs1)C(=O)c1ccccn1 (configuration not stated)	0	3	-3	7	2	3	-1	0.8	-4
Cc1cccc(C(=O)NCC(=O)OCC(=O)c2ccc(Br)s2)c1	.	2	12	.	.	5	-5	.	30
Cc1ccc(O)c(NC(=O)c2cc3nc4c(c(C(F)(F)F)n3n2)CCc2ccccc2-4)c1	10	0	19	-2	-4	5	5	-0.8	-1
COc1ccc(C(=O)NC2CCCN(Cc3ccc(Cl)cc3)C2)c(OC)c1 (configuration not stated)	5	0	9	-1	1	-2	1	2.1	9
CS(=O)(=O)N(CC(=O)Nc1cccc([N+](=O)[O-])c1)c1ccccc1	-4	2	3	-4	-2	4	4	-0.4	16
O=C(CCSCCc1ccncc1)NCCCN1CCOCC1	-5	0	2	-2	-3	3	6	0.3	15
Fc1ccc(N2CCN(c3nnnn3-c3ccccc3)CC2)cc1	0	2	15	-2	0	8	-1	-0.8	-1
CSc1ncccc1C(=O)OCC(=O)NC(C)C	-1	0	-7	0	1	0	2	-1.2	1
Cc1ccccc1C(=O)N(Cc1cccs1)C1CCS(=O)(=O)C1 (configuration not stated)	11	1	1	4	1	1	6	0.4	21
O=C(N/N=C/C(Br)=C/c1ccccc1)NC1CCCCC1	-1	0	12	-1	3	8	6	3.5	3

SMILES	HCV core dimer	GRK2 inh	GASC-1 inh	PP1 counter	CTSL1 counter	proCasp7 act	proCasp3 act	PP5 inh	VLA-4 inh
CCc1nnc(NC(=O)C2CSC3(C)CCC(=O)N23)s1 (configuration not stated)	1	5	2	-2	-1	5	-4	-2.7	3
C=CCN=C(NC#N)SCC(=O)c1cccc(OC)c1	-1	0	-5	-1	1	3	11	4.3	-3
O=C1CCCN1S(=O)(=O)c1ccccc1	0	3	-34	-5	-7	2	2	-1.2	-3
CC(C)OC(=O)NCCOC(=O)Nc1cccc(Cl)c1	1	0	0	0	-1	-2	3	1.6	-2
O=C(NCCN1C(=O)S/C(=C\c2cccnc2)C1=O)c1ccc([N+](=O)[O-])s1	3	1	-10	-6	2	-13	-15	-2.1	-2
Cc1ccc(OCCOc2cccc(Br)c2)c([N+](=O)[O-])n1	-2	0	6	0	-3	-1	8	3.8	10
CC(C)COP(=O)(c1ccc(N(C)C)cc1)C(O)c1ccccc1 (configuration not stated)	3	0	0	2	5	-1	-2	0.6	-3
COc1ccc(C(=O)Nc2ccc(N3CCN(C)CC3)cc2)cc1	-13	0	25	-2	-1	2	-3	2.9	27
Cc1ccsc1CNC12CC3CC(CC(C3)C1)C2	-1	0	-2	-2	-2	5	-3	-3.4	-1
O=C1[C@H]2[C@@H](c3ccc(Cl)cc3)N3C(=O)N(c4cccc(Br)c4)C(=O)[C@@]3(Cc3ccc(Cl)cc3)[C@H]2C(=O)N1C1CCCCC1	27	0	4	0	-4	-2	1	4.9	25
N=C1SCC(=O)N1c1ccccc1Cl	-8	2	-15	0	-3	9	12	0.5	2
COc1cc(/C=C(\C#N)c2ccccn2)ccc1OCc1ccccc1Cl	4	0	15	-3	3	1	0	0.3	11
O=C(O)C12CC3CC(C1)CC(n1ncc(NCc4ccco4)c(Cl)c1=O)(C3)C2	-2	3	-5	1	0	-5	-1	-1.6	24
Cc1c(Cl)cccc1-n1c(-c2cccnc2)n[nH]c1=S	-4	0	-10	-1	-4	-17	-9	1.2	-2
